From PubChem
hgDAF-12 ag: activates the H. glycines DAF-12 receptor ligand-binding domain; AID 687014; activation, % at 6.8 µM; HEK293 GAL4-hgDAF12 UAS-luciferase reporter, agonist luminescence; normalized to butyrate control; 370,000 compounds, 1.8% hits;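 active means activation above a cutoff set at the mean of all screened compounds plus 3 SD, cut at about 10% in these data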;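 further: 0% = DMSO wells and 100% = sodium butyrate wells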
DAX1 inh-1: DAX1 (NR0B1) inhibition, primary screen; HEK293T StAR-luciferase reporter, SF-1/DAX-1 repression relief; inhibition, % at 6.8 µM; 370,000 compounds, 1.1% hits; AID 652010;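 active means inhibition above the mean over all tested compounds plus 3 SD, cut at about 3.6% in these data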;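 further: 0% = DAX-1 cells with DMSO and 100% = cells lacking DAX-1 with DMSO; higher inhibition means more luminescence from relief of DAX-1 repression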
SMARCA2 activ: increases SMARCA2 function in MMTV reporter cells; activation, % at 9.1 µM; MG213 cells, MMTV-luciferase reporter, dexamethasone, overnight; 370,000 compounds, 1% hits; AID 652017; in the data active means activation above about 7.8%;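 further: 0% = vehicle wells and 100% = reference activator wells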
DAX1 inh-2: inhibitors of human orphan nuclear receptor DAX1 (NR0B1). P51843. HEK293 Gal4-DAX1 luciferase reporter, luminescence. inhibition, % at 6.75 µM. 340,000 compounds, 0.99% hits. AID 504766;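 active means inhibition above the mean over all tested compounds plus 3 SD, cut at about 4.2% in these data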;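 further: 0% = DAX1-transfected cells with DMSO and 100% = empty-vector control cells with DMSO; inhibition shows as a rise in luminescence from relieved DAX1 repression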
NR1D1 modulator: modulators of human Rev-erb alpha DNA binding; P20393; Rev-erbα–FITC-DNA binding, fluorescence polarization, 90 min; activity, % at 10 µM; 370,000 compounds, 0.79% hits; AID 1259318;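 active means activity above about 14%, limit read from the data; passing the limit was not always enough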;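 further: 0% = DMSO wells with 35 nM protein and 100% = DMSO wells with 750 nM protein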
PLC-gamma1 inh: blocks human PLC-gamma1 enzyme activity | P19174 | AID 720700 | purified PLC-gamma1, fluorogenic substrate, fluorescence | 370,000 compounds, 0.84% hits | inhibition, % at 12.2 µM; in the data active means inhibition above about 9.5%
MBD2 inh: inhibitors of human MBD2 binding to methylated oligonucleotide. Q9UBB5. TR-FRET. inhibition, % at 4.4 µM. 370,000 compounds, 0.31% hits; in the data active means inhibition above about 13%
ssDAF12 agonist: activates DAF-12 receptor from parasite S. stercoralis. HEK293 ssDAF-12/GRIP1 lit1-tk-luc reporter, luminescence; % of 3 µM dafachronic acid response. activation, % at 6.8 µM. 370,000 compounds, 1% hits;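 active means activation above the mean over all tested compounds plus 3 SD, cut at about 0.9% in these data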;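 further: 0% = DMSO-only wells and 100% = 3 µM delta7-dafachronic acid wells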
PLC-beta3 inh: blocks human PLC-beta3 enzyme activity; inhibition, % at 12.2 µM; Purified PLC-beta3, fluorogenic substrate, fluorescence; Q01970; 370,000 compounds, 0.18% hits; AID 720704; in the data active means inhibition above about 11%;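 further: 0% = median of compound wells on plate and 100% = full blocker control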
Target sequence (Q01970 whole entry, looked up): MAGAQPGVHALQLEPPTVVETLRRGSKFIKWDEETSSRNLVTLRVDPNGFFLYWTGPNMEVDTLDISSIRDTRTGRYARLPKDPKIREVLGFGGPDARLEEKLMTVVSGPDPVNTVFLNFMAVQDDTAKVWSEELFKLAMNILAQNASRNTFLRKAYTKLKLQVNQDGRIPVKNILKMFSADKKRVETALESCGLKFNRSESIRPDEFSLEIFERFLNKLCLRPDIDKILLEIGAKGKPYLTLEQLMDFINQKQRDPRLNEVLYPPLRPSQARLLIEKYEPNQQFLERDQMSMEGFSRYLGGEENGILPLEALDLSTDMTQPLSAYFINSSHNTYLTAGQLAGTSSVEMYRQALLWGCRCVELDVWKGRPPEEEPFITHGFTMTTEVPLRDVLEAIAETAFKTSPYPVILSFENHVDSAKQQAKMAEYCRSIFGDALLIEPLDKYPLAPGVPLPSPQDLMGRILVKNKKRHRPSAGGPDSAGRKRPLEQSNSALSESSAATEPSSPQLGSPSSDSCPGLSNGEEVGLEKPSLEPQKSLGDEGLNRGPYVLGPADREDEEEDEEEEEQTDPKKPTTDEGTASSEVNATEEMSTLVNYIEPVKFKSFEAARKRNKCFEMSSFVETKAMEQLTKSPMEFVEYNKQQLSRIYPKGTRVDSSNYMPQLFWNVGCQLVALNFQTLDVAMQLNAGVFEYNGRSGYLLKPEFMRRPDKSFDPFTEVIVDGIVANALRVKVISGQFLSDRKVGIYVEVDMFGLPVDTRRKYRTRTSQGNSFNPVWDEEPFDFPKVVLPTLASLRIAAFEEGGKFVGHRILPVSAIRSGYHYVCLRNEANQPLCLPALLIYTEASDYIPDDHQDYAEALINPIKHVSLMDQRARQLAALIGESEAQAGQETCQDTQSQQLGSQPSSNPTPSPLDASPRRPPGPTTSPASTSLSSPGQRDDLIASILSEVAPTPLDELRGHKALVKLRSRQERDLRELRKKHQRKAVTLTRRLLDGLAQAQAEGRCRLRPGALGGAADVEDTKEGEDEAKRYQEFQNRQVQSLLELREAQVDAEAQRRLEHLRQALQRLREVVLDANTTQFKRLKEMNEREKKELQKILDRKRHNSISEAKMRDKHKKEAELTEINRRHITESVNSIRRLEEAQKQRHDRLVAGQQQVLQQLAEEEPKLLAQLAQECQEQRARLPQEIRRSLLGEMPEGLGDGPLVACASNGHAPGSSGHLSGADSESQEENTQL
ADAM17 inh: inhibits human ADAM17 | inhibition, % at 6.95 µM | recombinant ADAM17, EDANS/DABCYL FRET peptide cleavage | 370,000 compounds, 0.83% hits | AID 720648 | P78536;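 active means inhibition above the mean of compounds lying between control limits plus 3 SD, set per campaign, cut at about 8.5% in these data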;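 further: 0% = DMSO-only wells as the low control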
hcDAF12 agonist: H. contortus DAF-12 activation, primary screen | HEK293 hcDAF-12 lit1-tk-luc reporter, luminescence; 0% DMSO, 100% Δ7-dafachronic acid | activation, % at 6.8 µM | 370,000 compounds, 1.4% hits | AID 652067;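 active means activation above the mean of all tested compounds plus 3 SD, cut at about 5.5% in these data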;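 further: 100% = response to 3 µM Δ7-dafachronic acid high control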
Active calls of the source: *; i = inactive; nt = not tested or not shown.

Results follow in this order: hgDAF-12 ag, DAX1 inh-1, SMARCA2 activ, DAX1 inh-2, NR1D1 modulator, PLC-gamma1 inh, MBD2 inh, ssDAF12 agonist, PLC-beta3 inh, ADAM17 inh, hcDAF12 agonist
> O=C(NCCCc1ccccc1)c1cccs1
    5.1, 0.9, 2, 1.4, -5, 3, -4, -1.4, 4, 4, 2.4
> O=C(NCc1cccs1)NC1CCCCC1
    0.9, -0.1, 1, 0.2, -2, 9.8*, -1, -0.8, 8, 5, 0.4
> CCOCCCNC(=O)Cn1ncc2c(=O)oc3ccccc3c21
    3.6, 0.2, -1, 0.1, 2, 1, 5, -0.9, -3, -5, -0.8
> N#Cc1ncc(Cc2ccccc2)nc1C#N
    -3.5, -0.8, 0, 0.6, 0, -2, -3, -1.1, -9, -3, -0.4
> COc1ccc(N/C(N)=N/c2nc(C)cc(C)n2)cc1
    0.1, -0.2, -2, 1.9, 0, 3, 0, -1.0, 1, -2, -0.5
> CC(C)CCNC(=O)COC(=O)c1cc(Br)c(Br)s1
    -1.9, -0.2, -2, -0.2, -4, -13, 2, -1.5, -6, -5, -1.5
> Cc1cccc(C)c1NC(=O)C1C2C=CC(C2)C1C(=O)NCc1ccccn1 (stereo not drawn)
    0.1, -0.1, -2, 0.9, -4, 2, 2, 0.0, 3, -2, -0.5
> CN1C(=S)SC(C)(C)C1N(O)C(=O)Nc1ccc(Cl)cc1 (stereo not drawn)
    3.1, -0.3, 1, -0.5, 1, 1, 1, -1.3, 3, 2, 0.5
> CCCn1c(CCC(=O)O)ccc1-c1ccccc1
    -0.9, -0.4, -4, 2.3, -2, -42, 6, -0.9, -59, -107, -1.8
> CCCCNS(=O)(=O)c1ccc(OC)c(C)c1
    2.1, 0.2, 2, 0.4, 0, 2, -7, -1.6, -1, -1, -1.3
> Cn1c(CN2CCCC2)nc2cc(NC(=O)c3ccc(Cl)cc3)ccc21
    0.8, -1.9, 2, -1.1, 4, -3, -4, -2.3, -10, 0, -1.9
> COc1cccc(/C=N/Nc2ncc(C)c(=O)[nH]2)c1OC
    2.9, -0.1, 0, -0.7, 0, -9, -2, -1.2, -10, -4, 2.1
> O=C(Nc1ccc(F)cc1F)c1c(C(F)(F)F)ccnc1Oc1ccccc1
    0.3, -0.4, -4, nt, -4, 11*, -5, 0.1, 1, 3, -2.1
> CCCC1=C/C(=C/c2ccc(-c3ccccc3OC)o2)C(=O)O1
    5.4, -0.3, -1, 0.1, 6, -275, -4, -1.2, -304, -301, 2.5
> C=CCNC(=O)c1c(N)n(-c2cccc(S(N)(=O)=O)c2)c2nc3ccccc3nc12
    -0.5, -0.2, -1, -0.2, 4, i, -1, -0.9, i, i, -0.8
> O=C(CSCc1ccccc1)NCc1ccc2c(c1)OCO2
    1.6, -0.1, 1, 0.0, -3, 3, 3, -1.3, -3, 2, -1.7
> COC(=O)c1c(-c2ccccc2)c[nH]c1C
    -1.1, 0.3, 6, 4.8*, -3, -1, 4, -0.5, -8, 3, -1.1
> CCOc1cc(C2NC(=O)N(C)C(C)=C2[N+](=O)[O-])ccc1OC(C)=O (stereo not drawn)
    -4.1, -1.7, -2, 1.1, 6, 3, 4, -1.3, -1, -4, -1.1
> Cc1cc(C)n2nc(C(=O)OCCOc3cccc(Br)c3)nc2n1
    1.3, 0.7, -1, -0.1, -1, 3, -4, -0.9, 3, 0, -0.5
> O=C(NCc1cccs1)c1ccc(CS(=O)Cc2ccccc2Cl)o1 (stereo not drawn)
    -0.6, -0.6, 0, -0.1, -5, 1, 0, -0.7, -6, -4, -2.2
> COc1ccc(OC)c(NC(=O)CSc2nnc(Cc3cccn3C)n2-c2ccc(F)cc2)c1
    0.7, -0.1, -3, 1.9, 0, 7, 5, -0.8, -6, 2, -1.4
> Cc1cccc(Nc2nnc(SCC(=O)Nc3cccc(S(=O)(=O)N4CCCCC4)c3)s2)c1
    4.9, -0.4, 0, -1.4, 4, 0, 4, -1.4, 2, 8, -0.5
> COc1ccc(OCC(=O)Nc2cc(S(=O)(=O)N3CCCC3)ccc2OCC(F)(F)F)cc1
    -1.5, 0.5, -2, 0.5, 1, 0, 3, -0.5, -9, -8, -0.2
> OC1=C(O)c2nc3cc(C(F)(F)F)ccc3nc21
    1.1, -0.4, -7, 1.9, 7, -20, 2, -1.3, -37, -14, 1.6
> O=C(c1cccc(C(F)(F)F)c1)C1CCCN(Cc2cccn2-c2ccccn2)C1 (stereo not drawn)
    4.7, -0.4, -4, 1.8, -7, -1, -1, -1.5, 0, -1, -0.8
> COCCn1c(-c2ccc(C#N)cc2)nc2c1c(=O)[nH]c(=O)n2Cc1ccccc1
    -1.8, -0.1, 3, 1.7, -3, -74, 6, -0.7, -89, -106, -0.9
> COc1ccc(-c2nc3cc(C)c(Br)c(C)n3c2Cc2cccc(F)c2)cc1OC
    3.0, -1.0, 0, nt, 4, -9, 2, -0.9, -18, -1, -1.4
> CN(C)CCCNCCCNC(=O)/C=N/O
    -1.6, -0.5, 1, -0.4, -2, 6, 1, -1.5, 5, -1, -1.8
> CCC(C)NS(=O)(=O)c1ccc(NC(=O)C2CCCO2)cc1 (stereo not drawn)
    -1.6, -0.7, -1, -0.3, 0, 6, -4, -0.6, 2, 0, -1.5
> COc1ccc(C(=O)NCCc2nnc3ccc(SCC(=O)N4CCOCC4)nn23)cc1
    -2.5, -1.2, 5, -1.1, 3, 3, -6, -0.8, -6, 0, 0.3

Structures from the list above with bromine, in the order listed:
Results follow in this order: hgDAF-12 ag, DAX1 inh-1, SMARCA2 activ, DAX1 inh-2, NR1D1 modulator, PLC-gamma1 inh, MBD2 inh, ssDAF12 agonist, PLC-beta3 inh, ADAM17 inh, hcDAF12 agonist
> CC(C)CCNC(=O)COC(=O)c1cc(Br)c(Br)s1
    -1.9, -0.2, -2, -0.2, -4, -13, 2, -1.5, -6, -5, -1.5
> Cc1cc(C)n2nc(C(=O)OCCOc3cccc(Br)c3)nc2n1
    1.3, 0.7, -1, -0.1, -1, 3, -4, -0.9, 3, 0, -0.5
> COc1ccc(-c2nc3cc(C)c(Br)c(C)n3c2Cc2cccc(F)c2)cc1OC
    3.0, -1.0, 0, nt, 4, -9, 2, -0.9, -18, -1, -1.4

The results go on:
Results follow in this order: hgDAF-12 ag, DAX1 inh-1, SMARCA2 activ, DAX1 inh-2, NR1D1 modulator, PLC-gamma1 inh, MBD2 inh, ssDAF12 agonist, PLC-beta3 inh, ADAM17 inh, hcDAF12 agonist
> Nc1ccc(N2CCOCC2)c2nonc12
    -3.5, -1.6, -2, 2.3, 2, 31*, 19*, -1.4, -12, -1, -2.6
> COc1ccc(-c2oc3ncnc(NCCCN4CCOCC4)c3c2-c2ccc(OC)cc2)cc1
    0.4, 0.6, 0, -1.7, -3, -88, -3, -1.8, -111, -106, -1.1
> O=Cc1nccc2ccccc12
    -0.3, 2.0, -3, 0.2, 3, 1, -1, 0.3, -3, -2, 1.1
> O=C(O)CC(Cc1ccccc1)(C(=O)O)c1ccccc1 (stereo not drawn)
    -0.6, 0.2, -1, -0.2, -5, -1, -3, -0.8, -5, -1, 2.2
> CCCn1c(=S)[nH]c2cc(C(=O)N3CCN(C)CC3)ccc2c1=O
    -1.1, 0.5, 1, 0.2, -1, 4, 3, 0.5, 6, -2, -0.5
> CN(C)/C=C1\NC(=S)N(c2ccc(Cl)cc2)C1=O
    1.0, 1.0, -2, 0.4, -1, 2, -4, -1.2, 5, 1, -0.5
> CCCC(O)(c1ccc(Cl)cc1)C(CN1CCOCC1)c1ccc(Cl)cc1 (stereo not drawn)
    -0.7, 0.0, -6, -1.8, 2, 2, -3, -1.4, -1, 3, -0.8
> CC(C)Cn1c(C23CC4CC(CC(C4)C2)C3)n[nH]c1=S
    -0.1, -0.2, -2, -1.7, 4, -2, -2, -1.4, -5, 1, 2.0
> COc1cccc(C(=O)O[C@H]2[C@H](Cc3ccccc3)NS(=O)(=O)[C@H]3C[C@@H]4C=C[C@]23O4)c1
    -2.9, 0.4, 1, 1.7, 8, 3, 0, -0.7, 2, 3, -1.7
> Cc1cc(C(=O)Nc2ccccc2C(=O)N2CCCCC2)ccc1[N+](=O)[O-]
    2.1, -0.1, -2, -0.2, 6, -2, 6, -0.9, 4, 0, 0.1
> COC(=O)c1cc2c(cc1Cl)SC(=NCCCN1CCOCC1)NS2(=O)=O
    0.1, 1.3, 2, 0.2, 1, 3, 1, -1.2, 3, 1, 0.0
> O=[N+]([O-])c1cccc(NC(=S)Nc2nc(-c3ccccc3Cl)cs2)c1
    -0.9, 1.0, -2, -0.6, 4, -2, -5, -0.7, -2, 3, 2.4
> CCOC(=O)c1sc(NS(=O)(=O)c2ccc(NC(C)=O)cc2)nc1C
    -2.0, 0.1, -2, 0.1, -1, 1, 0, -0.7, -1, 6, -0.9
> O=C(CNC(=O)c1cccc(F)c1)N/N=C/c1cc(Br)ccc1OCc1ccccc1
    -3.1, 0.2, -5, 0.2, 5, 6, 3, -1.4, 8, 4, -3.4
> O=Cc1cn(CC(O)CN2CCCCC2)c2ccccc12 (stereo not drawn)
    0.6, -0.5, 4, 1.6, -4, 4, -1, -1.0, -4, -3, -1.2
> Nc1ccc(S(=O)(=O)Nc2nccc(/C=C/c3ccccc3F)n2)cc1
    -3.1, -0.7, 0, nt, 2, 6, -4, -0.3, 4, 1, 0.2
> O=C(c1ncc[nH]1)c1ccccc1C(=O)N1CCOCC1
    -0.1, 0.6, -3, 0.7, -6, 4, -5, -2.1, 2, 2, -0.1
> CC1CCCCC12NC(=O)N(CC(=O)c1ccc3c(c1)OCO3)C2=O (stereo not drawn)
    0.1, 0.5, 0, 0.8, 7, 2, 2, -1.1, -16, -10, -2.0

Entries of single compounds as entered above:
N#Cc1ncc(Cc2ccccc2)nc1C#N reads hgDAF-12 ag: -3.5; DAX1 inh-1: -0.8; SMARCA2 activ: 0; DAX1 inh-2: 0.6; NR1D1 modulator: 0; PLC-gamma1 inh: -2; MBD2 inh: -3; ssDAF12 agonist: -1.1; PLC-beta3 inh: -9; ADAM17 inh: -3; hcDAF12 agonist: -0.4
Cc1cccc(C)c1NC(=O)C1C2C=CC(C2)C1C(=O)NCc1ccccn1 (stereo not drawn) reads hgDAF-12 ag: 0.1; DAX1 inh-1: -0.1; SMARCA2 activ: -2; DAX1 inh-2: 0.9; NR1D1 modulator: -4; PLC-gamma1 inh: 2; MBD2 inh: 2; ssDAF12 agonist: 0.0; PLC-beta3 inh: 3; ADAM17 inh: -2; hcDAF12 agonist: -0.5
